mec2-1 – NCI yeast anticancer drug screen, S. cerevisiae mec2-1 strain; actives 9% (n = 79,000); growth inhibition, % at 50 µM;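 note: 0% = growth of vehicle-only cultures of the same strain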
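Mutant yeast (mec2-1) grown with compound; growth inhibition relative to vehicle control reported.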
cln2 rad14 – NCI yeast anticancer drug screen, S. cerevisiae cln2 rad14 strain | growth inhibition, % at 50 µM | actives 8.3% (n = 78,000);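 note: 0% = growth of vehicle-only cultures of the same strain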
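cln2 rad14 yeast strain; compound exposure; growth inhibition read vs vehicle controls.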
bub3 – NCI yeast anticancer drug screen, S. cerevisiae bub3 mutant strain | actives 9.9% (n = 78,000) | % growth inhibition at 50 µM;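 note: 0% = growth of vehicle-only cultures of the same strain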
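Inhibition values come from growth of compound-treated mutant yeast normalised to vehicle-treated controls.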
rad50 – NCI yeast anticancer drug screen, S. cerevisiae rad50 strain; growth inhibition, % at 50 µM; actives 10% (n = 79,000);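 note: 0% = growth of vehicle-only cultures of the same strain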
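Yeast carrying a defined DNA repair defect were exposed to test compounds, and growth was compared with vehicle-treated controls to give percent inhibition.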
mlh1 rad18 – NCI yeast anticancer drug screen, S. cerevisiae mlh1 rad18 strain; growth inhibition, % at 50 µM; actives 11% (n = 79,000); AID 175;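 note: 0% = growth of vehicle-only cultures of the same strain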
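Vehicle-treated cultures served as the reference for growth inhibition in a yeast strain carrying DNA damage repair alterations exposed to each compound.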
yeast sgs1 mgt1 – NCI yeast anticancer drug screen, S. cerevisiae sgs1 mgt1 strain; growth inhibition, % at 50 µM; actives 10% (n = 78,000); AID 161;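 note: 0% = growth of vehicle-only cultures of the same strain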
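This yeast growth screen uses a strain with defined DNA-repair lesions; compound-treated growth is compared with vehicle-treated growth.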
Starred values were filed as active, the others as inactive; & = joins results of further samples; ! = not active in a repeat. Cut-off read from the data, not from the text of the source: active = growth inhibition above about 70%; inactive = the rest. Rows were taken by chance; 14% or so of the library scored in one or more.

The first 4 records as a preview:
Molecule | mec2-1 | cln2 rad14 | bub3 | rad50 | mlh1 rad18 | yeast sgs1 mgt1
CC(=O)OCC1OC(Oc2ccccc2C)C(OC(C)=O)C(OC(C)=O)C1OC(C)=O (centres undefined) | 11 | 40 | 44 | -4 | 11 | 11
COc1c2c(cc3ccc(=O)oc13)CCO2 | -9 | -4 | 10 | -3 | 17 | -6
CCOC(=O)C(=N\Nc1cc(C)cc(C)c1)/C(C)=N\NC(N)=S | 39 | 58 | 58 | 25 | 46 | 20
C=CCOC(=O)CC[N+]1=CCC(c2ccccc2)(c2ccccc2)O1 | 9 | 2 | -5 | -4 | 10 | 8

The listing, from the start:
Molecule | mec2-1 | cln2 rad14 | bub3 | rad50 | mlh1 rad18 | yeast sgs1 mgt1
CC(=O)OCC1OC(Oc2ccccc2C)C(OC(C)=O)C(OC(C)=O)C1OC(C)=O (centres undefined) | 11 | 40 | 44 | -4 | 11 | 11
COc1c2c(cc3ccc(=O)oc13)CCO2 | -9 | -4 | 10 | -3 | 17 | -6
CCOC(=O)C(=N\Nc1cc(C)cc(C)c1)/C(C)=N\NC(N)=S | 39 | 58 | 58 | 25 | 46 | 20
C=CCOC(=O)CC[N+]1=CCC(c2ccccc2)(c2ccccc2)O1 | 9 | 2 | -5 | -4 | 10 | 8
Cc1cc(C)nc(NS(=O)(=O)c2ccc(NC(=O)C(Cl)(Cl)Cl)cc2)n1 | -25 | -13 | -42 | -34 | -40 | -35
COc1cc(C(=O)Oc2c(OC)cc(C(=O)c3cc4c(cc3C)OCO4)cc2OC)cc(OC)c1OC | 12 | 28 | -16 | 7 | 7 | 5
O=C(O)C(O)Cc1ccc2ccccc2n1 (centres undefined) | 34 | -23 | 0 | 3 | 16 | -7
Cc1ccc([N+](=O)[O-])cc1Cl | -8 | 93* | -4 | -4 | -2 | -3
CC(=O)NC(Cc1ccc2ccccc2c1)C(=O)NC(Cc1ccc(Cl)cc1)C(=O)NC(Cc1cccnc1)C(=O)NC(CO)C(=O)NC(Cc1ccc(O)cc1)C(=O)NC(CCCN=C(N)N)C(=O)NC(CC(C)C)C(=O)NC(CCCN=C(N)N)C(=O)N1CCCC1C(=O)NC(C)C(N)=O (centres undefined) | 49 | 31 | 5 | 33 | 63 | 24
COC(=O)C1OC(O[C@H]2CC[C@]3(C)[C@H]4CC=C5[C@@H]6CC(C)(C)CC[C@]6(C(=O)OC6OCC(O)C(O)C6OC6OC(C)C(OC7OCC(O)C(OC8OCC(O)C(O)C8O)C7O)C(OC7OCC(O)C(O)C7O)C6O)CC[C@@]5(C)[C@]4(C)CC[C@H]3C2(C)C)C(O)C(OC2OCC(O)C(O)C2O)C1O (some centres undefined) | 16&8 | 19&18 | 23&30 | 23&18 | 38&26 | 23&19

Additional records follow:
Molecule | mec2-1 | cln2 rad14 | bub3 | rad50 | mlh1 rad18 | yeast sgs1 mgt1
CCOC(=O)c1ccc(-c2cccs2)n1C | 44 | 23 | 68 | 66 | 43 | 62
CCCCSCCOC(=O)C1C2CCC(O2)C1C(=O)O (centres undefined) | -4 | 13 | -1 | 20 | 14 | 0
O=S(=O)(c1cc(Cl)c(Cl)cc1Cl)N(CCCCCN(S(=O)(=O)c1cc(Cl)c(Cl)cc1Cl)S(=O)(=O)c1cc(Cl)c(Cl)cc1Cl)S(=O)(=O)c1cc(Cl)c(Cl)cc1Cl | 98* | 96* | 99* | 99* | 98* | 97*
CC(=O)Nc1cccc(/C(C)=N/NC(N)=O)c1 | -18 | 14 | 27 | 8 | 11 | 17
CC[N+](CC)(CC)Cc1cn(S(=O)(=O)c2ccccc2)c2ccccc12 | -1 | -65 | -1 | 4 | 6 | -1
COC(=N)C(F)(F)C(F)(F)C(F)(F)F | 1 | -39 | -8 | -15 | -7 | -16
CCOC(=O)/C=C/c1ccccn1 | -10 | 12 | -13 | -15 | -26 | -36
COC(=O)COc1ccccc1[N+](=O)[O-] | 3 | 4 | 5 | 0 | 4 | 1
CCOC(=O)c1c(C(=O)Nc2ccccc2)c(-c2ccccc2)n(NC(N)=O)c1C | 6 | -2 | 1 | 5 | 3 | 0
COc1ccc(COC(=O)Oc2ccc(Cl)cc2)cc1OC | 63 | 80* | 91* | 94* | 95* | 51

Brought forward from above: two compounds, followed by the next part.
Molecule | mec2-1 | cln2 rad14 | bub3 | rad50 | mlh1 rad18 | yeast sgs1 mgt1
CCOC(=O)c1c(C(=O)Nc2ccccc2)c(-c2ccccc2)n(NC(N)=O)c1C | 6 | -2 | 1 | 5 | 3 | 0
COc1ccc(COC(=O)Oc2ccc(Cl)cc2)cc1OC | 63 | 80* | 91* | 94* | 95* | 51
OC(/C=C/c1ccccc1)Cc1nc2ccccc2[nH]1 (centres undefined) | -9 | -69 | -35 | -7 | -13 | -11
O=C1C=C(O)C(=Cc2c(O)cc(O)cc2O)C(O)=C1 | 21 | 22 | 11 | 36 | 28 | 37
CCCC(=O)Oc1ccc(C(=O)OC)cc1 | -11 | -25 | -16 | 8 | 13 | -12
CC(=O)N(/C=C\C1=[N+](C)CCS1)c1ccccc1 | -10 | 19 | 18 | 10 | 13 | 20
COC1OCC(C(C)=O)C(O)C1O (centres undefined) | 4 | 2 | 12 | 16 | -7 | -15
Brc1ccc(C2SCc3nc4ccccc4n32)cc1 (centres undefined) | 25 | 57 | 92* | 75* | 79* | 96*
CC1CC(C)(C)N2CCC(C(=O)N3Cc4cc5ccccc5nc4C3)C2O1 (centres undefined) | -13 | -25 | -14 | -23 | -12 | -18
COc1ccc(NC(=S)C#N)cc1 | 17 | -16 | 14 | 17 | -29 | 17
c1ccc(-c2nc3cc4ccccc4cc3nc2-c2ccccc2)cc1 | -13 | -36 | -26 | -17 | -19 | -5
CC(=O)c1ccccc1NC(=O)C(C)(c1ccccc1)c1ccccc1 | -3 | -9 | 6 | 14 | 3 | 0

Record cards (already shown).
Profile of Brc1ccc(C2SCc3nc4ccccc4n32)cc1 (centres undefined) : mec2-1: 25; cln2 rad14: 57; bub3: 92*; rad50: 75*; mlh1 rad18: 79*; yeast sgs1 mgt1: 96*
Profile of COC1OCC(C(C)=O)C(O)C1O (centres undefined) : mec2-1: 4; cln2 rad14: 2; bub3: 12; rad50: 16; mlh1 rad18: -7; yeast sgs1 mgt1: -15

Continued:
Molecule | mec2-1 | cln2 rad14 | bub3 | rad50 | mlh1 rad18 | yeast sgs1 mgt1
c1ccc2c(c1)Nc1ccc3ccccc3c1S2 | 15 | -40 | 49 | 48 | 67 | 42
CC(C)CCC[C@@H](C)[C@H]1CC[C@H]2[C@@H]3CC[C@H]4C[C@@H](CCC=C(c5cc(Cl)c(O)c(C(=O)O)c5)c5cc(Cl)c(O)c(C(=O)O)c5)CC[C@]4(C)[C@H]3CC[C@]12C | 8 | -4 | 24 | 15 | -2 | 11
O=C(O)C1C2OC(C(Br)C2Br)C1C(=O)O (centres undefined) | -12&15 | 72*! | 95*! | -8&-12 | 0&14 | -26&-2
CCOC(=O)C(C)(Cc1c(C)c(C)cc(C)c1C)C(=O)OCC | -9 | -66 | 6 | -9 | -18 | -7
Cc1c(CCCl)c(N=P(c2ccccc2)(c2ccccc2)c2ccccc2)n2c(nc3ccccc32)c1C#N | -2 | 12 | -5 | 29 | 19 | -8
CC(C)(C)c1ccc(-c2c3ccccc3cc3ccccc23)cc1 | -5 | 30 | 1 | -2 | -2 | 8
Cc1ccccc1NC(=O)C(=O)C(C#N)c1c(Cl)cccc1Cl (centres undefined) | 17 | -12 | 15 | -16 | 26 | 26

Source: PubChem BioAssay
